Screening data deposited in PubChem BioAssay by several laboratories.
MsrA act – bovine MsrA enzyme activators, primary screen, biochemical, absorbance, HTS | AID 602163, 2012 | activation, % at 10.6 µM | purified bovine MsrA, absorbance read-out | 360,000 tested, 0.3% active; in the data active means activation above about 7.5%;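 further: 0% = vehicle and 100% = reference activator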
Neddyl block – inhibitors of cullin neddylation, primary screen, biochemical, TR-FRET, uHTS, NAE and Ubc12. NEDD8-conjugating enzyme Ubc12 (Homo sapiens) + NEDD8-activating enzyme E1 regulatory …. calls only at 25 µM. 360,000 tested, 0.58% active. AID 651699, 2012; in the data active means inhibition above about 36%
eLon inh – inhibitors of E. coli Lon protease, primary screen, biochemical, fluorescence polarization | P0A9M0 | purified E. coli Lon protease | inhibition, % at 7.94 µM | 360,000 tested, 0.42% active; in the data active means inhibition above about 13%, passing the limit was not always enough;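 further: 0% = enzyme with probe and DMSO and 100% = no enzyme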
SKN-1 block – suppressors of acrylamide-induced Pgst-4::GFP reporter in worms, primary screen, SKN-1 inhibitor project, whole organism, uHTS, GFP/RFP fluorescence ratio, strain VP596. C. elegans VP596 Pgst-4::GFP/RFP ratio, 24 h. inhibition, % at 21.8 µM. 360,000 tested, 0.49% active;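 active means interference check ratio from 0.5 to 1.5 plus GFP to RFP signal ratio inhibition reaching or exceeding a fixed threshold, cut at about 30% in these data, passing the limit was not always enough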; further: some compounds called inactive have numbers as strong as hits
MT1-MMP act inh – blockers of MT1-MMP proenzyme processing, primary screen, HT1080 RFP-PRO-GFP cells, GFP/RFP fluorescence; 360,000 tested, 0.061% active; GFP/RFP ratio fluorescence, overnight; percent of plate control window, DMSO zero; GFP/RFP ratio change, % at 20 µM; Matrix metalloproteinase-14 (Homo sapiens), P50281;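 active means GFP/RFP ratio change of at least 30% with cell ATP level not reduced by more than half and red fluorescence within 50% of control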; further: strong numbers were not always called active
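Material – HT1080 RFP-PRO-GFP cells · Control set – DMSO wells and RFP-L50D-GFP cells · Incubation – overnight cell settling, then overnight compound exposure, 37 °C, 5% CO2 · Compound dosing – single-point 20 µM compound, 1% DMSO · Read-out – GFP/RFP fluorescence ratio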
FAS-TE inh – FAS thioesterase domain inhibitors, primary screen, biochemical, fluorescence intensity, uHTS; 360,000 tested, 0.67% active; Fatty acid synthase (Homo sapiens), P49327; inhibition, % at 15 µM; recombinant FAS-TE, OMFH fluorogenic substrate, fluorescence endpoint;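 active means compounds whose normalised, plate-corrected inhibition of enzyme fluorescence in the single-dose primary screen is 50% or more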;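 further: 0% = DMSO with enzyme and 100% = substrate without enzyme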
Target sequence (P49327 whole entry, looked up, the tested form may be a part): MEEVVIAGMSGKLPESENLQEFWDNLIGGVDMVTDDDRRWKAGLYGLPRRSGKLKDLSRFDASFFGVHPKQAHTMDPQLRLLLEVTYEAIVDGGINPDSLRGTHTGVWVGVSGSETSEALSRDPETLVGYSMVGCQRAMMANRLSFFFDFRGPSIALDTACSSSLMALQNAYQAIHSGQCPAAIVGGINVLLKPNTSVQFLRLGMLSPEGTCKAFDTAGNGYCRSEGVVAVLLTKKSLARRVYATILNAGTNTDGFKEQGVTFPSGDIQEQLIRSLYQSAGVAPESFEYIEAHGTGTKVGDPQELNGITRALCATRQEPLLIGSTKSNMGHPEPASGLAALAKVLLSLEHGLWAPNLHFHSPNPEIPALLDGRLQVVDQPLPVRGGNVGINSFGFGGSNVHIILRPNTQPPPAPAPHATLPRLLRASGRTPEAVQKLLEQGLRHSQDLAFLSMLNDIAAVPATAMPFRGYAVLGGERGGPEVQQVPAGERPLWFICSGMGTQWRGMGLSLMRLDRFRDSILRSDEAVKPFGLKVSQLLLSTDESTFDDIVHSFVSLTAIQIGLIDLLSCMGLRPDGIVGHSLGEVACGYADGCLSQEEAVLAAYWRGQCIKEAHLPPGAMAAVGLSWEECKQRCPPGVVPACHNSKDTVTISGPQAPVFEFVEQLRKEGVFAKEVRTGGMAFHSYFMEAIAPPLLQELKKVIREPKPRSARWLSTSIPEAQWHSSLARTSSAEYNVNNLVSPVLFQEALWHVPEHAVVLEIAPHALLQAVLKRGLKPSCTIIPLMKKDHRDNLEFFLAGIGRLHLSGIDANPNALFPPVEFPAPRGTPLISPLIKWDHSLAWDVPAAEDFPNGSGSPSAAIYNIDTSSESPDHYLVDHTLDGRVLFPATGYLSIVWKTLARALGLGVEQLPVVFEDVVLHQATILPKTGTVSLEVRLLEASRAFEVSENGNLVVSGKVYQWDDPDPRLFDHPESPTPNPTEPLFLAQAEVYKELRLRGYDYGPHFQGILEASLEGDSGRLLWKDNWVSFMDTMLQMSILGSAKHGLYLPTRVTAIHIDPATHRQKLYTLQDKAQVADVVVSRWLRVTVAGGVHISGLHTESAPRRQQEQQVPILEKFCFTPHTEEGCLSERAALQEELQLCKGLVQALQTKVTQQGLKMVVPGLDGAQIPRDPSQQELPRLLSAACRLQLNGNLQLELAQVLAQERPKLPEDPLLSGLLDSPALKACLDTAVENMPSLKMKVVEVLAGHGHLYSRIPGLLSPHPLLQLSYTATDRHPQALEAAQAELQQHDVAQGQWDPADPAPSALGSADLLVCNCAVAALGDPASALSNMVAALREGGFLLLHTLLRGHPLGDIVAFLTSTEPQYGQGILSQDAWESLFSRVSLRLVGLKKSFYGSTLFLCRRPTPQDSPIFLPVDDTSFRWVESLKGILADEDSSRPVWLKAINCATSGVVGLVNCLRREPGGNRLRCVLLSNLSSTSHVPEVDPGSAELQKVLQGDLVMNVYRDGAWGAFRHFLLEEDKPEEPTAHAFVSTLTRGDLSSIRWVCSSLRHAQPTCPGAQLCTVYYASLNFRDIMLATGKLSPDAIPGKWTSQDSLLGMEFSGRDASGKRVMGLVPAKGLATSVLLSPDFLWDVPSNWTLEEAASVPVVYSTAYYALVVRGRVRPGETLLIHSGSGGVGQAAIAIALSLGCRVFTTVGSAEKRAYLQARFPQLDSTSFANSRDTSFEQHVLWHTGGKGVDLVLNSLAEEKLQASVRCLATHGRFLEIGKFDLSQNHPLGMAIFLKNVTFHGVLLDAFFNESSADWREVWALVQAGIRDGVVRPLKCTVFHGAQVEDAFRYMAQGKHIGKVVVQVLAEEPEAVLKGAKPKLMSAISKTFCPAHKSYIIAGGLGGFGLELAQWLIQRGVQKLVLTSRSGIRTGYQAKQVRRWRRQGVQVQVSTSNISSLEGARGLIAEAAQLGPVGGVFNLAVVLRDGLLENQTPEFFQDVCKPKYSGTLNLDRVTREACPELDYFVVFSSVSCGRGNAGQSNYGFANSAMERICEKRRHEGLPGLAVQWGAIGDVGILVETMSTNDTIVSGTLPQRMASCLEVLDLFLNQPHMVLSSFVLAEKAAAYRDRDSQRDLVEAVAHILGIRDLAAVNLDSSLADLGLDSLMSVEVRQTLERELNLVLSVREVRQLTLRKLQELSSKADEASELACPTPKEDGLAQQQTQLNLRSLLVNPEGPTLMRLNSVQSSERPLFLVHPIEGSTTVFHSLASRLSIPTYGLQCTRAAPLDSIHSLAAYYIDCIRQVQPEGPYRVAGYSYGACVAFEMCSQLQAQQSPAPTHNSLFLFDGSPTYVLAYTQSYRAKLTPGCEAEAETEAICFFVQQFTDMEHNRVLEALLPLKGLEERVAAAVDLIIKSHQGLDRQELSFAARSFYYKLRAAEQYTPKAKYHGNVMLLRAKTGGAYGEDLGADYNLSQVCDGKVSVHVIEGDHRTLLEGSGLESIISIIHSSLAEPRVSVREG
CendR NRP1 mod – modulators of CendR peptide binding to NRP-1, primary screen, biochemical, fluorescence polarization, uHTS; Neuropilin-1 (Homo sapiens), O14786; FAM-RPARPAR peptide binding to NRP-1; inhibition, % at 25 µM; 360,000 tested, 0.85% active; AID 602438, 2012;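 active means inhibition or corrected inhibition above about 18%, plus a signal ratio from 0.5 to 1.5, limit read from the data, passing the limit was not always enough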; further: strong numbers were not always called active
MsrA inhibitor – bovine MsrA enzyme inhibitors, primary screen, biochemical, absorbance, HTS; Methionine sulfoxide reductase A (Bos taurus); purified bovine MsrA, absorbance read-out; inhibition, % at 15.5 µM; 360,000 tested, 0.75% active; AID 651718, 2012; in the data active means inhibition above about 4.5%;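 further: 0% = vehicle wells with enzyme and 100% = reference inhibitor wells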
Rin1-Abl PPI inh – inhibitors of Rin1-Abl protein binding, primary screen, biochemical, TR-FRET | inhibition, % at 7.35 µM | Tyrosine-protein kinase ABL1 (Homo sapiens) + Ras and Rab interactor 1 (Homo sapiens), … | AID 588664, 2011 | 360,000 tested, 0.4% active; in the data active means inhibition above about 5%, passing the limit was not always enough
An asterisk follows results filed as active; i = inactive; · = not tested or not shown.

Start of the listing, in advance (five entries):
SMILES | MsrA act | Neddyl block | eLon inh | SKN-1 block | MT1-MMP act inh | FAS-TE inh | CendR NRP1 mod | MsrA inhibitor | Rin1-Abl PPI inh
COc1ccc(S(=O)(=O)NC2CCCCCC2)c(OC)c1 | -2 | i | 1 | 10 | 0 | 0 | 9 | 2.5 | -1
Cc1ccc(C)c(Cn2nnc3c(=O)[nH]c(C4CCCN(C(=O)C5CCC5)C4)nc32)c1 (configuration not stated) | -2 | i | 3 | 1 | -1 | -3 | -5 | -0.6 | 2
Cc1cc(C(F)F)n2nc(C(=O)NCc3ccccc3F)nc2n1 | -11 | i | -11 | -11 | 0 | -8 | -7 | 0.8 | -1
COc1ccccc1C=C1SC(=S)NC1=O | -9 | i | -26 | -19 | -2 | -4 | -35 | 1.2 | 5
COc1nc(-c2ccccc2)ccc1-c1noc(-c2ccccc2)n1 | 4 | i | -8 | 0 | 4 | 24 | -14 | -0.5 | -1

All compounds of this part, from the start:
SMILES | MsrA act | Neddyl block | eLon inh | SKN-1 block | MT1-MMP act inh | FAS-TE inh | CendR NRP1 mod | MsrA inhibitor | Rin1-Abl PPI inh
COc1ccc(S(=O)(=O)NC2CCCCCC2)c(OC)c1 | -2 | i | 1 | 10 | 0 | 0 | 9 | 2.5 | -1
Cc1ccc(C)c(Cn2nnc3c(=O)[nH]c(C4CCCN(C(=O)C5CCC5)C4)nc32)c1 (configuration not stated) | -2 | i | 3 | 1 | -1 | -3 | -5 | -0.6 | 2
Cc1cc(C(F)F)n2nc(C(=O)NCc3ccccc3F)nc2n1 | -11 | i | -11 | -11 | 0 | -8 | -7 | 0.8 | -1
COc1ccccc1C=C1SC(=S)NC1=O | -9 | i | -26 | -19 | -2 | -4 | -35 | 1.2 | 5
COc1nc(-c2ccccc2)ccc1-c1noc(-c2ccccc2)n1 | 4 | i | -8 | 0 | 4 | 24 | -14 | -0.5 | -1
COc1ccc(NC(=O)c2nc3nc(C)cc(C(F)F)n3n2)cc1OC | 2 | i | -1 | -6 | 8 | -4 | -3 | 2.1 | 0
COc1ccc(NC(=O)CNCc2ccc(Cl)cc2)cc1S(=O)(=O)N1CCOCC1 | 1 | i | -13 | 6 | 0 | -9 | 2 | -0.6 | 3
Cn1nnc(NC(=O)c2ccc(C(C)(C)C)cc2)n1 | 1 | i | 8 | 6 | 1 | -3 | 13 | -0.3 | 0
Cc1cccc(NC(=O)NN2CCN(C)CC2)c1C | -2 | i | -8 | 5 | 1 | -5 | 11 | 0.7 | 3
CCC(C)(C(=O)NC1CCCCC1)N(C(=O)CNC(C)=O)c1c(C)n(C)n(-c2ccccc2)c1=O (configuration not stated) | -2 | i | 2 | 16 | 3 | -9 | -11 | 0.0 | 1
CC(Oc1ccc2c3c(c(=O)oc2c1)CCC3)C(=O)NCc1cccnc1 (configuration not stated) | -4 | i | 5 | 7 | 0 | -4 | 14 | 2.5 | 0
COc1ccc(CCN2C(=O)N[C@@H](C(C)C)C2=O)cc1 | -4 | i | 2 | -8 | -2 | -5 | -1 | 0.5 | 1
COCc1ccc(C(=O)NCC2(N3CCCCC3)CCCCC2)cc1 | 1 | i | -5 | 22 | -3 | -3 | 4 | -0.8 | 1
CC(C)(C)NC(=O)COC(=O)c1ccc(F)cc1Cl | -5 | i | 2 | -2 | 0 | -2 | 8 | -0.7 | -1
Fc1cccc(-c2n[nH]c(=S)n2-c2ccccc2)c1 | 0 | i | -2 | 2 | 3 | -8 | 3 | 0.7 | -6
COc1ccc(CCN2CCCC(CN(C)Cc3cc(OC)ccc3OC)C2)cc1 (configuration not stated) | 1 | i | 3 | 19 | 6 | -4 | 10 | 2.8 | 1
COc1cc(NC(=O)C2CCN(c3cnccn3)CC2)cc(OC)c1OC | 1 | i | 8 | 17 | 1 | -5 | -1 | 0.7 | 0
CCOc1ccc(CCN2C(=S)N([C@@H](CC(C)C)CN3CCCC3CN3C(=S)NC[C@@H]3Cc3ccc(O)cc3)C[C@@H]2Cc2ccccc2)cc1 (some centres not stated) | 1 | i | 15 | 9 | -4 | -145 | -6 | 0.6 | -2
COc1ccc(NC(=S)NC2CC3CCC(C2)N3Cc2ccco2)cc1 (configuration not stated) | -1 | i | -3 | -1 | 1 | -1 | 21* | -0.4 | -2
C/C(CCc1ccccc1)=N\NC(=O)COc1ccccc1C | -3 | i | -2 | -4 | -3 | -1 | 10 | 1.2 | -1
CCC(OC(=O)c1ccco1)C(=O)NC1CCCC1 (configuration not stated) | 2 | i | -18 | -8 | -1 | -5 | 4 | 0.6 | 0
CCc1nc2sc(C(C)=O)c(N)c2c2c1CCCC2 | -1 | · | 5 | 11 | -7 | 11 | 10 | 0.0 | -4
CCSc1ccccc1C(=O)Nc1ccc(S(=O)(=O)NC(C)=O)cc1 | -3 | i | 2 | -9 | -1 | -6 | 0 | 0.9 | 2
CC(CC(=O)Nc1ccccc1)NCCCN1CCCC1=O (configuration not stated) | -10 | i | 7 | 2 | 3 | -1 | 8 | -0.1 | 1
C(=NOCc1ccccc1)c1cccnc1 | -3 | i | -10 | 27 | 1 | -4 | -6 | 0.3 | 1
Cn1c2ccccc2c(=O)c2ccc(NCCc3cccs3)cc21 | -15 | i | 92* | 13 | -35 | 5 | 49 | 2.1 | -2
COc1cccc(CN2CCC2(C)C(=O)Nc2ccc3c(c2)CCN3C(C)=O)c1F (configuration not stated) | 1 | i | -7 | -6 | -1 | -2 | -1 | -0.1 | 1
CC1CCCCN1CCNc1nc(=S)[nH]c2ccccc12 (configuration not stated) | -1 | i | -4 | 3 | -3 | -11 | -6 | 0.3 | -1
CCCc1cc(C(=O)OCC(=O)NCCc2ccccc2)sc1C | -6 | i | 0 | 12 | -3 | 12 | -1 | -1.1 | -4
Cc1ccc(-c2ccc(CN3C(C)C(=O)N(Cc4cn(Cc5ccco5)nn4)CCS3(=O)=O)cc2)cc1 (configuration not stated) | 0 | i | -6 | -18 | -2 | 19 | 2 | -1.0 | -2
N#CC1=C(N)SC(N)=C(C#N)C1C1CC=CCC1 (configuration not stated) | -3 | i | -13 | 10 | -6 | -5 | -21 | 0.1 | -1
CCC(C(=O)NC(C)(C)C)N(Cc1ccc(OC)cc1)C(=O)c1snc(C(N)=O)c1N (configuration not stated) | -2 | i | 3 | 12 | 1 | -1 | 9 | 1.1 | -3
CC(C)(C)NC(=O)C1CCN(c2ccc(S(=O)(=O)N3CCOCC3)cc2Cl)CC1 | -9 | i | -1 | 7 | 4 | -3 | 5 | 0.3 | -3
CCOc1c(Br)cc(CNC2CCCCCCC2)cc1OC | 0 | i | -8 | 0 | 2 | -3 | -8 | -1.1 | -1
CC(C)N=c1c([N+](=O)[O-])nn(C)n1O | -7 | i | 4 | 6 | -3 | -8 | 9 | 1.4 | 2
O=c1[nH]c2sc3c(c2c2nncn12)CCCC3 | -11 | i | -3 | -11 | 0 | -7 | 4 | -0.8 | 1
COC(=O)c1sc(NC(=O)OCc2ccccc2)nc1CCNC(=O)OC(C)(C)C | · | i | · | -8 | 5 | · | 10 | -0.1 | ·
CCCNc1c(NS(=O)(=O)c2ccc(C(C)(C)C)cc2)c(=O)oc2ccccc12 | 3 | i | 3 | 0 | 2 | -3 | 24 | -1.0 | 3
C/C(CC1CC(COCC(C)C)OC1=O)=N\NC(N)=S (configuration not stated) | -9 | i | 3 | -11 | 2 | -8 | -4 | -0.1 | -1
Cc1ccccc1C(=O)Nc1ccc(CN2CCOCC2)cc1 | -11 | i | -5 | 6 | -3 | -6 | -12 | -0.1 | 2
CC(Sc1nncs1)C(=O)Nc1ccc(S(=O)(=O)Nc2ncccn2)cc1 (configuration not stated) | -12 | i | 6 | -11 | 14 | -2 | 2 | 1.5 | 5
Cc1cccc(NC(=O)C2COc3ccccc3O2)n1 (configuration not stated) | -4 | i | 1 | 6 | -5 | -2 | 10 | -1.3 | 1
CC(C)C#Cc1cnc2c(c1)C(=O)N([C@@H](C)CO)C[C@@H](C)[C@H](CN(C)Cc1cccc(F)c1)O2 | 0 | i | -2 | 3 | 0 | 7 | -3 | -0.7 | -1
COCCNC(=O)CN1C(=O)/C(=C/c2ccccc2)Oc2ccc(C(C)(C)C)cc21 | -5 | · | 9 | -16 | -4 | 29 | 14 | 2.9 | 1
COc1cc2c(cc1OC)CN(CC(=O)Nc1ccc(Cl)cc1Cl)CC2 | -1 | i | 0 | 0 | 5 | 10 | 1 | 0.8 | 0
CCOc1cc(/C=C2\C(=O)ON=C2c2ccccc2)ccc1OC | -4 | i | -5 | 22 | -1 | -6 | 8 | -0.4 | 1
NS(=O)(=O)c1ccc(CCNC(=O)c2ccc([N+](=O)[O-])cc2[N+](=O)[O-])cc1 | 0 | i | 2 | 1 | 3 | -4 | 3 | -0.3 | 4
CCOC(=O)N1CCN(C(=O)COC(=O)C2CCN(S(=O)(=O)c3c(C)c(C)cc(C)c3C)CC2)CC1 | -3 | i | -9 | -5 | -1 | 5 | 1 | 0.1 | 3
CN(CC(=O)Nc1ccccc1Cl)C(=O)COC(=O)CSc1ccc(F)cc1 | -2 | i | 4 | 2 | 3 | -2 | -14 | -0.5 | 2
Cc1ccc(S(=O)(=O)NCc2ccc(C(=O)NC3CCC(C)CC3)cc2)cc1 (configuration not stated) | -1 | i | -6 | -9 | 0 | 0 | 12 | 0.3 | 2
CN(CC(=O)Nc1ccc(F)c(Cl)c1)S(=O)(=O)c1ccc2c(c1)n(C)c(=O)c(=O)n2C | -3 | i | -3 | 12 | -3 | 22 | 12 | -0.2 | 6
COc1ccc(NC(=O)CCS(=O)(=O)c2cccc3nonc23)cc1 | -10 | i | 9 | -3 | -2 | -5 | 6 | 1.2 | 4
Cc1cccc(NC(=O)c2cc3cc([N+](=O)[O-])ccc3s2)n1 | -8 | i | 0 | 5 | 4 | -2 | -2 | -0.1 | 1
Cc1c(Cl)c([N+](=O)[O-])nn1CCCC(=O)Nc1sc2c(c1C#N)CCC2 | -4 | i | -6 | 12 | 2 | 29 | -2 | 0.5 | 2
O=c1ccn([C@@H]2O[C@H](CO)[C@@H](O)[C@H]2O)c(=O)[nH]1 | -6 | i | -4 | -9 | 5 | 1 | 0 | -1.5 | 1
CN(c1ccccc1)S(=O)(=O)c1ccc(C(=O)NCCc2ccc(F)cc2)cc1 | -7 | i | 0 | 4 | 5 | 17 | 1 | 1.0 | 1
COc1cccc(/C=N/NC(=O)c2cccc(N3CCCC3=O)c2)c1 | -3 | i | 1 | 19 | 1 | -4 | 1 | -1.1 | -1
Cc1ccc(Nc2nc3ccccc3nc2-n2nc(C)cc2C)cc1 | -3 | · | -5 | 17 | 0 | 18 | 0 | 0.6 | 0
COc1cccc(-c2cc(=O)c3cc(NC(=O)c4ccc(Cl)cc4)ccc3[nH]2)c1 | -2 | i | 1 | -8 | 6 | -3 | -6 | 0.3 | 3
O=C(NC1CCCCCCC1)c1cnccn1 | -2 | i | -4 | -7 | -2 | -10 | -3 | -1.4 | 0
O=C(Nc1ccc(N2CCCCC2)cc1)C(Cl)c1ccccc1 (configuration not stated) | 0 | i | 2 | 3 | -1 | -6 | 1 | -1.3 | -1

Compounds as they come; 4.2% or so of the library scored in one or more.
